Screening results from PubChem BioAssay.
HEK293 NOD2/NF-kB: NOD2 signaling inhibitors, cell-based, luminescence, uHTS, HEK293 (AID 1566); HEK293 NOD2/NF-kB luciferase reporter, luminescence; higher % means a stronger effect; inhibition, % at 4 µM, or EC50 in µM where a hit was titrated; hit rate 0.63% among 290,000; in the data active = inhibition above about 50%; note: many of its hits are not listed in these tables
NOD1 inhibition: NOD1 signaling inhibitors, primary screen, cell-based, luminescence, uHTS (AID 1578); NOD1-driven NF-kB luciferase reporter cells, luminescence; higher % means a stronger effect; hit rate 1% among 290,000; inhibition, % at 4 µM, or EC50 in µM where a hit was titrated; in the data active = inhibition mostly above about 36%, no sharp cut-off; inactive = mostly below about 34%;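 note: HEK-293T reporter cells stimulated with the NOD1 agonist gamma-tri-DAP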
The depositor's hits bear a star.

SMILES	HEK293 NOD2/NF-kB	NOD1 inhibition
O=C(NCC(=O)N(c1ccc(F)cc1)C(C(=O)NC1CCCCC1)c1ccncc1)c1ccco1 (centres undefined)	-23%	-19%
COc1ccc([C@@H]2CC(=O)c3c(O)cc(O[C@@H]4O[C@H](CO[C@@H]5O[C@@H](C)[C@H](O)[C@@H](O)[C@H]5O)[C@@H](O)[C@H](O)[C@H]4O)cc3O2)cc1O	2%	-22%
C/C(=N/NC(=O)CNC(=O)C1COc2ccccc2O1)c1ccc([N+](=O)[O-])cc1 (centres undefined)	-7%	-23%
O=C(c1ccc(F)cc1)c1ccc(N2CCCCC2)cc1	-142%	-21%
COc1ccc(OC)c(S(=O)(=O)N2CCCC(C(=O)N3CCCCCC3)C2)c1 (centres undefined)	9%	-24%
CN(C)C(=O)CNC(=O)CN1C(=O)NC2(CCCc3sccc32)C1=O (centres undefined)	-3%	-37%
Cc1ccc(-c2csc(NC(=O)CN3CCC(C(N)=O)CC3)n2)cc1	-2%	38%
C[C@]12C(=O)N(c3cccc(Cl)c3)C(=O)N1[C@H]1c3ccccc3OC[C@@H]1[C@H]2c1ccccc1	8%	3%
CC1CN(C(=S)Nc2ccccc2F)CC(C)O1 (centres undefined)	3%	-33%
O=C(Nc1ccnn1C1CCN(C2CCCC2)CC1)c1ccccc1Cl	-22%	-28%
O=C(CCc1nnc2ccc(NCc3ccccc3Cl)nn12)NC1CCCC1	31%	-9%
Cc1oc(-c2ccccc2F)nc1CS(=O)(=O)CC(=O)NCCN1CCCC1	4%	10%

Compound profiles (already shown). Screens in order: HEK293 NOD2/NF-kB	NOD1 inhibition
`C/C(=N/NC(=O)CNC(=O)C1COc2ccccc2O1)c1ccc([N+](=O)[O-])cc1` (centres undefined) is listed with -7%	-23%
`CC1CN(C(=S)Nc2ccccc2F)CC(C)O1` (centres undefined) is listed with 3%	-33%
`O=C(NCC(=O)N(c1ccc(F)cc1)C(C(=O)NC1CCCCC1)c1ccncc1)c1ccco1` (centres undefined) is listed with -23%	-19%
`CN(C)C(=O)CNC(=O)CN1C(=O)NC2(CCCc3sccc32)C1=O` (centres undefined) is listed with -3%	-37%
`C[C@]12C(=O)N(c3cccc(Cl)c3)C(=O)N1[C@H]1c3ccccc3OC[C@@H]1[C@H]2c1ccccc1` is listed with 8%	3%

Of the compounds above, these contain sulfur.
SMILES	HEK293 NOD2/NF-kB	NOD1 inhibition
COc1ccc(OC)c(S(=O)(=O)N2CCCC(C(=O)N3CCCCCC3)C2)c1 (centres undefined)	9%	-24%
CN(C)C(=O)CNC(=O)CN1C(=O)NC2(CCCc3sccc32)C1=O (centres undefined)	-3%	-37%
Cc1ccc(-c2csc(NC(=O)CN3CCC(C(N)=O)CC3)n2)cc1	-2%	38%
CC1CN(C(=S)Nc2ccccc2F)CC(C)O1 (centres undefined)	3%	-33%
Cc1oc(-c2ccccc2F)nc1CS(=O)(=O)CC(=O)NCCN1CCCC1	4%	10%

Other compounds follow:
SMILES	HEK293 NOD2/NF-kB	NOD1 inhibition
CC(C)c1ccc(N(C(=O)c2csnn2)C(C(=O)NC2CCCC2)c2cccnc2)cc1 (centres undefined)	9%	-3%
O=C(NC1CCN(C(=O)Nc2ccc(F)cc2)CC1)c1cccc(F)c1	-8%	-16%
COc1cccc(OC)c1C(=O)NC(=O)Oc1c(F)cccc1F	6%	-17%
O=C(CNC(=O)c1ccc(Br)o1)NCc1ccc(F)cc1	-11%	-19%
Cc1cc(=O)oc2c3c(cc(OCC(=O)NCC(=O)O)c12)OC(C)(C)CC3	-13%	5%
Cc1c(C(=O)N2CCCCC2)c(S(=O)(=O)N2CCN(c3ccc(Cl)cc3)CC2)c(C)n1C	8%	-11%
Cc1ccc(C(C)(O)CS(=O)(=O)Cc2ccccc2)cc1 (centres undefined)	-6%	1%
COc1ccc(N2CC(C(=O)N[C@@H](C)C(=O)NC3CCCCC3)CC2=O)cc1 (some centres undefined)	11%	-23%
Cc1cc(NS(=O)(=O)c2ccc(NC(=O)c3ccccc3C)cc2)no1	-1%	-6%
Cc1cccc(OCCCC(=O)Nc2ccc(S(=O)(=O)Nc3nccs3)cc2)c1C	2%	9%
Cc1cccc(C)c1OCc1cc(C(=O)N(C)Cc2cc(C3CC3)n[nH]2)no1	9%	-34%
CCCN(CCC)Cc1c(C(=O)N/N=C/c2ccoc2)nnn1-c1nonc1N	-1%	-48%
Cc1ccc(Cl)cc1NC(=O)CNCC(c1ccccc1)N(C)C (centres undefined)	1%	0%
CCCCN(C(=O)CCC(=O)Nc1cc(C)on1)C(C(=O)NC1CCCC1)c1ccccc1C (centres undefined)	-10%	-34%
O=C(c1noc2c1CCCC2)N1CCc2ccccc2C1	-32%	-32%
CC(NC(=O)CNC(=O)C1CCCCC1)c1cccc(Cl)c1 (centres undefined)	-5%	-21%
COCCn1c(N)c(Sc2ccccc2)c(=O)[nH]c1=O	-9%	-18%
Cc1ccc(-n2nc(C(N)=O)nc2-c2ccccc2)cc1	4%	1%
CCOC(=O)c1ccc(N2CCN(C(=O)c3ccccc3)CC2)c(NC(=O)c2ccco2)c1	17%	21%
CSc1ccccc1NC(=O)c1cc(S(=O)(=O)N(C)C)ccc1N1CCCC1	-4%	-37%
Cc1ccc2oc(C(=O)NCCCN3CCOCC3)c(C)c2c1	-28%	-65%
Cc1cc(S(=O)(=O)NCCc2ccccc2)ccc1-n1cnnn1	12%	-21%
O=C(N/C(=C\c1ccccc1)C(=O)N1CCOCC1)c1ccc(Br)o1	5%	-2%
COc1ccc(-c2cc(=O)oc3cc(OCC(=O)N(C)C)ccc23)cc1	2%	5%
O=C(Nc1nc2ccccc2[nH]1)NC1CCCCC1	-146%	-73%
COc1ccc(CNC2CCCc3ccccc32)c(OC)c1 (centres undefined)	5%	-23%
O=C(CC1C(=O)NCCN1Cc1ccccc1C(F)(F)F)NC1CCCCCC1 (centres undefined)	-20%	-37%
CC(=O)c1cccc(NCC(=O)Nc2cc(S(=O)(=O)N3CCCCC3)ccc2C)c1	16%	-10%
CN1CCCC(OC(=O)c2ccccc2Br)C1 (centres undefined)	-8%	20%
Cc1ccc(S(=O)(=O)Nc2cccc(-c3ccc(N4CCCCCC4)nn3)c2)cc1	-58%	2%
CCOc1ccc(-n2c(SCC(=O)Nc3ccc(OC)cc3)nc3sc4c(c3c2=O)CCN(C)C4)cc1	4%	-12%
CN(CC1CCOCC1)C(=O)c1ccc2nc(Cc3cccc(Cl)c3)oc2c1	-2%	-12%
O=C1/C(=C/c2ccccc2F)SC(=S)N1CC(=O)N1CCCCC1c1cccnc1 (centres undefined)	31%	15%
CN(C)c1nc(N)ncc1-c1ccc(Oc2ccccc2)cc1	20%	-2%
CCOc1ccccc1/C=C/c1onc(C)c1S(=O)(=O)N1CCC(C(=O)N2CCCCCC2)CC1	0%	-15%
O=C(NC(=S)NC1CCSC1=O)c1ccc([N+](=O)[O-])cc1 (centres undefined)	11%	-10%

Random excerpt: 4 entries already listed, in no set order.
SMILES	HEK293 NOD2/NF-kB	NOD1 inhibition
CCOc1ccccc1/C=C/c1onc(C)c1S(=O)(=O)N1CCC(C(=O)N2CCCCCC2)CC1	0%	-15%
CCOc1ccc(-n2c(SCC(=O)Nc3ccc(OC)cc3)nc3sc4c(c3c2=O)CCN(C)C4)cc1	4%	-12%
CN(CC1CCOCC1)C(=O)c1ccc2nc(Cc3cccc(Cl)c3)oc2c1	-2%	-12%
COc1ccc(CNC2CCCc3ccccc32)c(OC)c1 (centres undefined)	5%	-23%

The list goes on:
SMILES	HEK293 NOD2/NF-kB	NOD1 inhibition
NC(=O)c1cc[n+](Cc2ccccc2Cl)cc1	-8%	-25%
CN(CC(=O)NC1CCCCC1)S(=O)(=O)c1ccc2c(c1)c(=O)n(C)c(=O)n2C	3%	-3%
CCN(CC1CCCO1)C(=O)c1cc(COc2ccc(F)cc2F)on1 (centres undefined)	-1%	-9%
Cc1ccc(NC(=O)CN2CCN(C(=O)c3ccco3)CC2)cc1	2%	4%
COc1ccc(S(=O)(=O)NNC(=S)NCCc2ccccc2)c(OC)c1	11%	-42%
O=C(CSc1ncnc2c1cnn2-c1ccc(F)cc1)NCC1CCCO1 (centres undefined)	18%	-15%
Cc1nnc(SCC(=O)Nc2ccc(C(N)=O)cc2)n1-c1ccccc1	11%	-36%
O=C(NC1CCCN(Cc2ccc(Cl)cc2)C1)c1c(F)cccc1F (centres undefined)	-1%	-5%
Cc1cccc(N(C)S(=O)(=O)c2ccc3c(c2)C(C)(C)C(=O)N3C)c1	-2%	-12%
COc1ccc(C(=O)N/N=C/c2ccc(OC)c(COc3ccc(F)cc3)c2)cc1	-8%	57%*
CCCCN1CCN=C1Nc1ccccc1	0%	6%
CCC(C(=O)NC1CCCCC1)n1nc(C)c2c(C)n(-c3ccccc3)nc2c1=O (centres undefined)	21%	-12%
Cc1cccc(CCNC(=O)C2CCC(=O)N(Cc3ccccc3F)C2)n1 (centres undefined)	0%	-22%
COc1ccc(NC(=O)CNC(=O)c2nn(-c3ccc(OC)c(OC)c3)c(=O)c3ccccc23)c(OC)c1	24%	22%
COc1ccc(Nc2nnc(Cc3ccncc3)c3ccccc23)c(OC)c1	18%	-22%
CC(=O)C1=C(c2ccccc2)NC(=O)NC1c1ccc2c(c1)OCO2 (centres undefined)	1%	-23%
COc1ccccc1NC(=O)c1ccc(N2CC3CC(C2)c2cccc(=O)n2C3)c(NC(=O)c2ccncc2)c1 (centres undefined)	-4%	0%
COc1ccc(C(C(=O)NC(C)(C)C)N(C(=O)CCC(=O)Nc2cc(C)on2)c2ccc(C)c(C)c2)cc1 (centres undefined)	3%	-39%
O=C(NCCCn1ccnc1)/C(=C\c1ccc(Br)cc1)NC(=O)c1ccccc1	16%	-12%
COc1ccc(CNC(=O)c2c[nH]c3ccccc3c2=O)cc1	7%	-5%
Cc1ccc(-c2nnc(Nc3ccc(C(=O)N(C)C)cc3)c3ccccc23)cc1S(N)(=O)=O	10%	-7%
CC(C)c1nn2c(=O)cc(CSc3ccccc3NC(=O)c3ccccc3F)nc2s1	12%	14%
O=C(COc1ccc(Br)cc1)NCCCNC(=O)c1cnccn1	21%	-9%
CCOc1ccc(C(C(=O)NCC2CCCO2)N(Cc2cccnc2)C(=O)c2snc(C(N)=O)c2N)cc1 (centres undefined)	0%	25%
CC(C)c1c(C(=O)N/N=C/c2ccsc2)nnn1-c1nonc1N	18%	-33%
CCOC(CNC(=O)Cn1nc(Cc2ccncc2)c2ccccc2c1=O)OCC	6%	-10%
CC1C(=O)Nc2ccc(S(=O)(=O)NCCc3ccc(Cl)cc3)cc2NC1=O (centres undefined)	-3%	-19%
CC1CCCCN1S(=O)(=O)c1cccc2nonc12 (centres undefined)	5%	-20%
COc1ccccc1N1C(=O)c2ccc(C(=O)Nc3ccccc3O)cc2C1=O	-4%	9%
COc1ccc(C(=O)NC2CC2)cc1OC1CCN(Cc2ccc(F)c(F)c2)CC1	12%	-13%
O=C(CN1C(=O)S/C(=C\c2ccccc2Cl)C1=O)NC1C=CS(=O)(=O)C1 (centres undefined)	-26%	-69%
Cc1nc(N2CCN(c3ccccc3F)CC2)[nH]c(=O)c1C	23%	-20%
Cc1cc(C(=O)NC2CCCc3c2cnn3-c2ccccc2F)nc(C)n1 (centres undefined)	10%	-22%
CCOc1ccc(N(CC(=O)N/N=C/c2ccccn2)S(=O)(=O)c2ccc(Cl)cc2)cc1	12%	13%
COc1ccc(C2Nc3ccccc3NC3=C2C(=O)CC(C)(C)C3)cc1O (centres undefined)	0%	-26%
Cc1c(OC(C)C(=O)NCCCN2CCOCC2)ccc2c3c(c(=O)oc12)CCCC3 (centres undefined)	19%	4%
CCc1ccc(C(CNc2nc(C(F)(F)F)nc3ccccc23)N(C)C)cc1 (centres undefined)	3%	5%
Cc1cccc(Nc2ncnc3onc(-c4ccc(F)cc4)c23)c1C	11%	10%
O=C(Nc1ccc(S(=O)(=O)Nc2ccccc2F)cc1)N1CCCCC1	7%	31%
COc1cc(C(=O)N(C)C2CCCN(Cc3ccccc3F)C2)cc(OC)c1OC (centres undefined)	7%	-24%
C=CCN(C(=O)c1csnn1)C(C(=O)NCc1ccc(F)cc1)c1ccccc1F (centres undefined)	6%	-35%
CSc1ncc(Cl)c(C(=O)Nc2c(C)cccc2C)n1	-5%	5%
CCOc1ccccc1N(C)S(=O)(=O)c1ccc2c(c1)CC(C)N2C(=O)C1CC1 (centres undefined)	-8%	12%
CC1(C)CC(NC(=O)C2CCC(=O)N(C3CC3)C2)CC(C)(C)C1 (centres undefined)	7%	-18%
Cc1[nH]c(C)c(S(=O)(=O)N2CCN(c3ccccc3F)CC2)c1C(=O)N1CCCC1	4%	-12%
O=S(=O)(NCCc1ccccn1)c1ccc(OC(F)(F)F)cc1	3%	-37%
Cc1cccc(C)c1NC(=O)CN1C(=O)CCSc2ccc(S(=O)(=O)N3CCCC3)cc21	8%	-30%
CN(C)/C=C/C(=O)c1ccc([N+](=O)[O-])c(CS(=O)(=O)c2ccccc2)c1	-2%	2%
COc1ccccc1CC(=O)Nc1cc(OC)c(NC(=O)c2ccccc2)cc1OC	12%	-28%
O=C(Nc1nnc(S(=O)(=O)N2CCOCC2)s1)c1ccccc1F	-23%	4%
COc1cccc(CN2CCC(n3nccc3NC(=O)CCOc3ccccc3)CC2)c1	8%	-23%
CCOC(=O)C(N)CSC1CC(=O)N(CCc2ccccc2)C1=O (centres undefined)	3%	-21%
C[C@H]1[C@H]2c3nc4ccccc4n3C[C@H]1ON2C1CCCCC1	6%	-21%
CSc1ncc(C(=O)Nc2cccc(Cl)c2)c(C)n1	12%	10%
CCCc1c(C(=O)N/N=C/C(C)=C/c2ccccc2)nnn1-c1nonc1N	6%	-13%
Cn1cc(CN2CCC(n3nccc3NC(=O)C3CCCC3)CC2)cn1	0%	-35%
O=C(CC1C(=O)NCCN1C1CCCC1)NCc1cccc(OC(F)(F)F)c1 (centres undefined)	-7%	-16%
CCN(CC)CCN(Cc1cc2cc3c(cc2[nH]c1=O)OCO3)C(=S)NC	20%	-1%

Only part of the results is shown; count on the stated rates, not on these rows.
